miR122 inh = miR-122 Renilla sensor signal increase in Huh7, primary screen, miR-122 inhibitor project, cell-based, single point, plate reader. Huh7 miR-122 Renilla luciferase sensor, 48 h; neutral wells = 0, positive control = 100. activation (reporter increase), % at 12.5 µM. hit rate 0.3% among 340,000. AID 602342, 2012;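 active = mean replicate activation score at least 90 and every replicate individually at or above 90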;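 note: higher luciferase means less miR-122 activity so hits act as miR-122 inhibitors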
PglD inh = C. jejuni PglD acetyltransferase inhibitors, primary screen, biochemical, DTNB colorimetric, single point; purified PglD enzyme, DTNB colorimetric CoA detection; AID 602405, 2012; inhibition, % at 12.5 µM; hit rate 0.098% among 360,000; in the data active = inhibition above about 16%, passing the limit was not always enough; note: strong numbers were not always called active
F508del corr = F508del CFTR correction, initial screen, CFBE line, single point; activity (quench increase), % at 7.58 µM; CFBE cells, YFP halide quenching; stimulated with forskolin plus potentiator P3; % fluorescence drop versus neutral controls; AID 720511, 2013; hit rate 0.36% among 350,000;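 active = mean added fluorescence quench of at least 8% versus neutral control, with both replicates also reaching 8%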;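 note: cells transiently co-express mutant CFTR-F508del with the halide-sensitive YFP; corrector assay measuring rescue of mutant channel to the surface after 24 h compound exposure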
GSIS activator = GLuc luminescence reporter in INS-1E cells, primary screen for activators of glucose-dependent secretion of insulin; INS-1E GLuc reporter insulin secretion, 2-3 h; activation, % at 16.6 µM; hit rate 0.61% among 370,000; AID 743287, 2014;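 active = lowest replicate activation of at least 40%, so every replicate reaches that level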;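 note: 0% = median of neutral control wells and 100% = median of IBMX positive control wells; some compounds called inactive have numbers as strong as hits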
C2C12 statin = suppressors of statin myotoxicity in C2C12 myotubes, primary screen, cell-based, single point, plate reader. hit rate 0.78% among 330,000. rescue of ATP level, % at 7.49 µM. C2C12 myotubes + simvastatin, ATP luminescence, 48 h; scaled: DMSO 0, geranylgeraniol control 100;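 active = mean ATP rescue above about 67%, or every replicate alone reaching that limit, limit read from the data, passing the limit was not always enough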;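 note: myotubes were challenged with 10 µM simvastatin during compound exposure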
Cneo AK release = Cryptococcus neoformans cell lysis inducers, primary screen, AK release luminescence, single concentration | C. neoformans lysis, adenylate kinase release luminescence, 4 h; normalised: neutral wells 0, clomiphene wells 100 | lysis activity, % at 15 µM | hit rate 0.2% among 360,000 | AID 651654, 2012;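 active = mean lysis activity across replicates of at least 80%, whatever share of replicates individually reach that level; inactive = mean lysis activity below 80%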
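Signal: Adenylate kinase release luminescence | Assay system: Log-phase Cryptococcus neoformans yeast cells | Input: Cells at 5 × 10^6 per mL | Buffer or medium: Fresh YPD growth medium | Compound: Single dose | Schedule: Static 4 h at 37 °C with compound, 1 h detection | Controls: Clomiphene | Read-out: Luminescence rise reflecting yeast cell lysis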
FN deposition inh = inhibitors of fibronectin matrix deposition, primary screen, AH1F cells, Alexa488-fibronectin fluorescence, plate reader; AH1F fibroblasts, overnight; hit rate 0.086% among 350,000; inhibition, % at 12.6 µM;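 active = mean inhibition across replicates of 30% or more, regardless of how many single replicates reach that level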;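 note: positive control wells lacked labelled fibronectin entirely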
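Material: AH1F fibroblasts assembling fluorescent fibronectin matrix; amount: 10000 AH1F cells/well; medium: DMEM, 2% serum; reagent: Alexa488-fibronectin, 24 nM final in well; dosing: single compound dose, delivered by pin transfer; incubation: 1 h adhesion, overnight exposure; detection: fluorescence after three HBSS washes, excitation 485 nm, emission 525 nm; measure: fibronectin deposition inhibition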
PGC1a acetyl inh = inhibitors of PGC1a acetylation signal, primary screen, cell-based, U2OS, AlphaScreen, inhibitor mode; AlphaScreen anti-acetyl-lysine; with virally co-expressed GCN5 acetyltransferase; hit rate 0.17% among 350,000; inhibition, % at 15.6 µM; AID 651687, 2012;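 active = every replicate shows inhibition of at least 40%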;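 note: 0% = neutral control wells and 100% = positive control wells; some results beyond the cut were filed as inactive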
Starred values were filed as active, the others as inactive; nt = not tested or not shown; & = joins results of further samples; [ ] = dose if it differs, or a comment. An unsorted share of the library. Share with any hit: about 2.1%.

Every second line gives: miR122 inh | PglD inh | F508del corr | GSIS activator | C2C12 statin | Cneo AK release | FN deposition inh | PGC1a acetyl inh
> COc1ccc(C#Cc2ccc3c(c2)[C@H]2[C@H](CCN2C(=O)C2CCOCC2)[C@H](CO)N3)cc1
  0[16.7 µM] | -12 | 0.2 | -1 | -1 | 2 | -7 | -6
> COC(=O)c1nn(-c2ccccc2)c(=O)cc1Sc1ccc(Cl)cc1
  -2 | 0 | -1.4 | 22 | -3 | -1 | -4 | 4
> COc1ccc(CN2Cc3cccc4c3[C@@H](CC2=O)[C@H](O)[C@H](O)C4)cc1
  -2 | -2 | 3.3 | -6 | 22 | 3 | -6 | -8
> O=C(CSc1nc2[nH]ncc2c(=O)[nH]1)NCc1ccccc1
  -3 | 11 | -4.6 | 7 | nt | 3 | 0 | -4
> C[C@@H]1CN([C@@H](C)CO)C(=O)c2cccc(NC(=O)Nc3ccc(F)cc3)c2O[C@H]1CN(C)C(=O)Nc1ccc(C(F)(F)F)cc1
  0[16.7 µM] | -1 | -1.0 | -26 | -97 | 5 | -4 | -1
> O=C1CSC(=S)N1c1ccc(F)c(Cl)c1
  27 | 3 | -2.5 | -52 | -4 | -1 | -2 | 4
> O=C(NS(=O)(=O)N1CCCC1)C1=C(N2CCCC2)COC1=O
  nt | -6 | -1.4 | nt | 5 | 4 | 20 | nt
> COC(=O)c1c[nH]n2c(=O)cc(C)nc12
  8 | -4 | -0.5 | 0 | 7 | 0 | nt | 0
> Cc1ccc(S(=O)(=O)N(C)C[C@H]2Oc3c(NC(=O)c4cnccn4)cccc3C(=O)N([C@H](C)CO)C[C@H]2C)cc1
  -3[16.7 µM] | 4 | 3.7 | 5 | 14 | 1 | nt | -1
> CC[N+](C)(CC)CCC/C(=N/O)C(O)(c1ccccc1)c1ccccc1
  -7 | 0 | -1.3 | 0 | nt | -1 | 1 | 3
> COc1ccc2c(c1)OC[C@H]1[C@H]2N2C(=O)c3ccc(F)cc3NC(=O)[C@@]2(C)[C@H]1c1ccccc1
  1 | 7 | -0.6 | -7 | nt | -4 | 11 | -14
> Cc1[nH]c(=O)[nH]c(=O)c1N1CCOCC1
  -7 | -6 | -3.3 | -12 | -3 | -2 | 0 | 1
> Cc1ccc(NC(=O)NNC(=O)c2ccc3c(c2)NC(=O)C(C)(C)O3)cc1
  -6 | 2 | -1.7 | -2 | 1 | 1 | -48 | -3
> CNc1ccc(Oc2nc([N+](=O)[O-])nn2C)cc1
  2 | 1 | 1.5 | -4 | 9 | -1 | 14 | 5
> Cn1c(SC2=CS(=O)(=O)c3ccccc32)nc2ccccc21
  89 | -5 | nt | nt | nt | 2 | nt | -260
> CCc1ccc(NC(=O)NCCN2CCN(c3ccc(OC)cc3)CC2)cc1
  -3 | 7 | -2.3 | 6 | 0 | 4 | 1 | 9
> CCN(CC)S(=O)(=O)c1cc(NC(=O)NCCCl)ccc1C
  -4 | nt | 0.3 | -6 | -5 | nt | 2 | -3
> Cc1nc2ccc(NC(=S)NC(C)C)cc2nc1C
  -6 | 5 | nt | nt | -11 | 0 | 3 | 9
> Nc1cc2c3ccccc3ccc2c2ccccc12
  -1 | nt | -1.2 | 11 | -3 | nt | 1 | 0
> CC(C)(C)N1C(=O)[C@H]2[C@@H](c3ccc(Br)cc3)N3C(=O)N(c4cccc(F)c4)C(=O)[C@@]3(C)[C@H]2C1=O
  nt | -8 | 2.1 | 2 | -2 | 2 | 1 | nt

Single entries from above.
Reading for COc1ccc(C#Cc2ccc3c(c2)[C@H]2[C@H](CCN2C(=O)C2CCOCC2)[C@H](CO)N3)cc1 in PglD inh: -12
Reading for CCc1ccc(NC(=O)NCCN2CCN(c3ccc(OC)cc3)CC2)cc1 in FN deposition inh: 1

The list goes on:
Every second line gives: miR122 inh | PglD inh | F508del corr | GSIS activator | C2C12 statin | Cneo AK release | FN deposition inh | PGC1a acetyl inh
> CNc1cc(-c2cccc(N(C)C)c2)ncn1
  -1 | 1 | -0.1 | 8 | 4 | -2 | -2 | nt
> Cc1ccc(-c2ccc(SCC(=O)NC3CCCCC3)nn2)cc1
  nt | -2 | -1.2 | 5 | 0 | -4 | 8 | -14
> Cc1nc2ccccn2c1C(=O)N/N=C/c1ccccc1[N+](=O)[O-]
  8 | 2 | 1.0 | -3 | -6 | -1 | nt | -10
> Oc1[nH]c2ccccc2c1N=Nc1c(F)c(F)c(Cl)c(F)c1F
  0 | 4 | 2.4 | 0 | -3 | -1 | 9 | nt
> CC(CCCC(C)(C)O)NCCO (stereo not given)
  -6 | 2 | nt | -4 | -6 | 3 | nt | 20
> CC(=O)CSc1nnc2c3ccccc3nc(C(C)(C)C)n12
  -2 | 1 | 3.0 | 66 | 6 | 1 | -3 | nt
> N#C[C@@H]1[C@@H](c2ccc(-c3cccc(F)c3)cc2)[C@@H](CO)N1C(=O)c1cccnc1
  nt | 2 | 1.1 | 5 | 9 | 47 | 0 | 3
> O=C(NCc1ccco1)c1ccc(CS(=O)(=O)Cc2ccc(Cl)cc2)o1
  2 | -5 | -3.5 | 4 | 13 | 1 | nt | -4
> O=C(CCN1CCOCC1)NNC(=O)Nc1cccc([N+](=O)[O-])c1
  -7 | 2 | -0.6 | 16 | -1 | 1 | 8 | -3
> CCOC(=O)c1ccc(N2CCCCC2)c(NS(=O)(=O)c2cccc(C(F)(F)F)c2)c1
  19 | -3 | -0.1 | -3 | -11 | 1 | 1 | -18
> CCCCc1ccc(NC(=O)CSc2nc3ncccc3[nH]2)cc1
  1 | 2 | -0.6 | 5 | 9 | -1 | -4 | nt
> CC(C)N=C(NS(=O)(=O)c1cccs1)c1ccccc1
  2 | 3 | -1.8 | 3 | nt | 0 | 3 | -6
> Cc1noc(C)c1S(=O)(=O)Nc1ccc2c(c1)C(=O)N([C@@H](C)CO)C[C@H](C)[C@@H](CN(C)C(=O)Nc1ccc3c(c1)OCO3)OCCCC[C@@H](C)O2
  5[16.7 µM] | -2 | -2.3 | -2 | nt | -2 | nt | 0
> CCN(CC(=O)Nc1ccc(NC(C)=O)cc1)C(=O)CCN1C(=O)c2cccc([N+](=O)[O-])c2C1=O
  -1 | 0 | 2.8 | 2 | 1 | 0 | -1 | 4
> C=CCNC(=S)Nc1sc2c(c1C#N)CCCC2
  -4 | 0 | 2.4 | 1 | 37 | 2 | -14 | 1
> OC[C@H]1[C@H](c2ccc(-c3ccccc3F)cc2)[C@@H]2CN(Cc3cncnc3)CCCCN12
  17[16.7 µM] | 3 | -0.2 | -7 | 24 | 0 | nt | -2
> COc1ccc(S(=O)(=O)N(C)C[C@@H]2Oc3ccc(NC(=O)NC(C)C)cc3C(=O)N([C@@H](C)CO)C[C@H]2C)cc1
  -5[16.7 µM] | nt | 0.3 | -5 | nt | nt | -9 | 3
> Cc1ccc(CCNC(=O)c2cc(S(=O)(=O)N3CCOCC3)cn2C)cc1
  2 | -1 | 0.8 | nt | -9 | -1 | 2 | -7
> O=C(O)CCn1c(O)c(C=C2N=c3ccccc3=N2)sc1=S
  9 | -15 | -2.5 | 31 | 44 | 1 | -2 | 5
> CC(C)CC(=O)N1CCC(N2CCN(c3ccccc3)CC2)CC1
  2 | 0 | nt | nt | nt | -17 | 0 | 2
> CC(C)NC(=O)N1[C@@H](CO)[C@@H]2c3ccccc3N(C(=O)Nc3ccccc3)C[C@@H]21
  -30[16.7 µM] | 5 | 0.2 | 12 | -10 | -4 | 2 | -5
> O=C(NC(=S)Nc1ccc2[nH]c(=O)[nH]c2c1)c1ccccc1F
  -4 | -1 | 1.0 | 12 | nt | 0 | nt | 0
> CCN(CC)C(=O)c1cccc(-c2csc(C(O)c3ccco3)n2)c1 (stereo not given)
  -1 | 0 | -1.6 | nt | 8 | 4 | 14 | -2
> CC(=O)Nc1ccc(N2CCN(c3ccc(C(F)(F)F)cn3)CC2)nc1
  nt | 1 | -1.0 | -2 | 10 | 3 | -6 | -1
> CCC(=O)N1C[C@H](C)[C@@H](OC)CN(C)C(=O)c2ccc(NC(=O)c3ccc(F)cc3)cc2OC[C@@H]1C
  nt | nt | -2.5 | 16 | nt | nt | -7 | 0
> COc1ccccc1C(=O)NC(=O)COC(=O)c1ccc(C)o1
  nt | -1 | -2.6 | 4 | 4 | 1 | 5 | -5
> C#CCNC(=O)C1=C[C@H](c2ccc3c(c2)OCO3)C[C@H](OCc2ccc(CO)cc2)O1
  -4 | -2 | -0.5&-0.3 | nt | nt | -2&-5 | 0 | -1&-5
> Cc1cc(C)nc(/N=C(/NC(=O)Nc2ccc(Cl)c(Cl)c2)Nc2cccc(Cl)c2)n1
  -4 | 1 | nt | -18 | nt | 0 | -5 | -1
> CCC(Sc1nc2n[nH]c(C)c2c(=N)n1-c1ccc(C)c(Cl)c1)C(=O)N1CCOCC1 (stereo not given)
  0 | -5 | nt | nt | 96* | 5 | nt | 2
> S=C(NCC1(c2ccccc2)CCCC1)Nc1ccccc1
  nt | -4 | -0.4 | 7 | -6 | 5 | 0 | -9
> COc1cc(NC(=O)Cc2ccccc2)ccc1NC(=O)c1ccco1
  1 | 4 | nt | nt | 0 | -2 | -8 | -7
> COc1ccccc1C(=O)NC(CCSC)C(=O)OC(C)C(=O)NC1CC1 (stereo not given)
  -3 | -6 | 0.4 | 15 | 29 | 3 | -3 | -1
> COCCCn1c(SCC(=O)NCc2ccccc2)nc2ccccc2c1=O
  2 | 5 | nt | 29 | -15 | -3 | nt | -2
> Cc1cc(C)nc(SCc2cn3ccccc3n2)n1
  -2 | -2 | -2.5 | 26 | 14 | 0 | -7 | nt
> CC(=O)c1ccc(NC(=O)C(C)OC(=O)c2ccc(NS(=O)(=O)c3ccc4[nH]c(=O)[nH]c4c3)cc2)cc1 (stereo not given)
  10 | -3 | -0.8 | -7 | 5 | -1 | -2 | -6
> COc1ccc(CN(C)C[C@H]2OCCCC[C@H](C)Oc3ccc(NS(=O)(=O)c4ccc(C)cc4)cc3C(=O)N([C@H](C)CO)C[C@@H]2C)cc1
  4[16.7 µM] | -7 | 0.2 | -14 | nt | 9 | nt | -13
> O=C(Nc1ccccc1F)N1CCCCN2[C@H](C1)[C@@H](c1ccc(C3=CCCC3)cc1)[C@@H]2CO
  7[16.7 µM] | 8 | -3.2 | -18 | -44 | -4 | nt | 5
> COCC(=O)Nc1c(C(=O)Nc2ccc3c(c2)OCCO3)oc2ccccc12
  -2 | -3 | 0.7 | -4 | -26 | 2 | 7 | 1
> Clc1cc(Br)ccc1OCCCNCc1ccccc1
  0 | -4 | nt | -26 | nt | 1 | 7 | nt
> O=C(Cc1cccs1)Nc1ccccc1
  -3 | 7 | -2.7 | 5 | 1 | -2 | -7 | nt

Bioassay records as filed in PubChem BioAssay.
